# Screening results from PubChem BioAssay.
# KDM5B inhibitor – Primary screen for KDM5B Histone Demethylases FDH-coupled qHTS | KDM5B demethylase, FDH-coupled NADH fluorescence (FDH is formaldehyde dehydrogenase) | actives 2.6% (n = 220,000) | Lysine-specific demethylase 5B (Homo sapiens), Q9UGL1 | AID 1347165, 2019 | Potency, µM (series often up to 57.7 µM), for inactives: at the top dose activity change, negative = inhibition, hits mostly inhibitors; active = well fitted inhibition curve with a large enough effect; inconclusive = small, poorly fitted or top-dose-only effect; inactive = no such curve, though single readings can be large or run the other way; also: 0% is about no effect; nearly all actives have a fitted effect of over 70% in size
# Target sequence (Q9UGL1 whole entry, looked up): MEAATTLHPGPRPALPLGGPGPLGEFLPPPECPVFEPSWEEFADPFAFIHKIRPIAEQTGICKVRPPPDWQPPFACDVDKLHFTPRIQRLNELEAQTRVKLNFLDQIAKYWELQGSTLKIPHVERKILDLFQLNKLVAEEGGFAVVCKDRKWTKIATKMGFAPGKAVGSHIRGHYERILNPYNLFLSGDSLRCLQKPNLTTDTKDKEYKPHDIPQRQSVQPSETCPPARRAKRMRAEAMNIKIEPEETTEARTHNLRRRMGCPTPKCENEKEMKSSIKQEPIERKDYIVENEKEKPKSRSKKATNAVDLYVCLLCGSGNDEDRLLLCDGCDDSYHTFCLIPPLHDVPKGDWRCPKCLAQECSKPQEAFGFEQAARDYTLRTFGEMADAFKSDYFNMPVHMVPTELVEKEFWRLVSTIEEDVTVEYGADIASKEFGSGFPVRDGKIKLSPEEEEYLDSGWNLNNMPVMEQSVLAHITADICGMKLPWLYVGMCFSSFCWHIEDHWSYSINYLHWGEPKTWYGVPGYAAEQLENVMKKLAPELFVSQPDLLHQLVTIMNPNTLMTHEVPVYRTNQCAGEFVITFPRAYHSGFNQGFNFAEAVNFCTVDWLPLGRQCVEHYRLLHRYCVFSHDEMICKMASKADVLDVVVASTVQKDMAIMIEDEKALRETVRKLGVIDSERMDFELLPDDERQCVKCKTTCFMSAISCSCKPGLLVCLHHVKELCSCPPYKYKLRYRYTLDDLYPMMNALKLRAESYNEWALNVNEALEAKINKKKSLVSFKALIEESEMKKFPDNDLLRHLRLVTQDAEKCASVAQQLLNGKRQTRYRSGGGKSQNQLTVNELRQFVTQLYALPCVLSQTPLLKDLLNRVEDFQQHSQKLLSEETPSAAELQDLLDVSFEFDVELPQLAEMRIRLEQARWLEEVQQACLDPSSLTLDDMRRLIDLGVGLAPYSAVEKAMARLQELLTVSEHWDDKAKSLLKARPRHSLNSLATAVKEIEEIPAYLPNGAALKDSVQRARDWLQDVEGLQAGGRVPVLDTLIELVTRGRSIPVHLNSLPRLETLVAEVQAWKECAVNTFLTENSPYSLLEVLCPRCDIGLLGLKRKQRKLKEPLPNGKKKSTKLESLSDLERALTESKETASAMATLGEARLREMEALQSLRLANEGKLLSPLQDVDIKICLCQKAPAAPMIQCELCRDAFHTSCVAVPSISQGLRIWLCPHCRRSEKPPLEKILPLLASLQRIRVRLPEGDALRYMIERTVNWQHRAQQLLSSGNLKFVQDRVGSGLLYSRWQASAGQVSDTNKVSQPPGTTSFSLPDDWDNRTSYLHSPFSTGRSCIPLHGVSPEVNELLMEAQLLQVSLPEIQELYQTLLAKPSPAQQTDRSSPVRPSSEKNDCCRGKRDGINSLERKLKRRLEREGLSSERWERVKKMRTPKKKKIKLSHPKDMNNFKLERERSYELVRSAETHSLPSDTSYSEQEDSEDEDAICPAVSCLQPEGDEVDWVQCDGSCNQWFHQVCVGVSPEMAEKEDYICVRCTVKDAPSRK
#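 qHTS format, multiple compound concentrations. Buffer 50 mM HEPES pH 7.5/0.01% Tween-20; 200 nM KDM5BΔAP final; 10 min compound preincubation; substrate-mix levels 12.5 µM peptide, 25 µM α-KG, 0.25 mM NAD⁺; 30 min RT; ΔRFU.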
# * = called active by the depositor; u = inconclusive; & = joins results of further samples; [ ] = another dose, or the depositor's remark. Potency is read from the fitted curve at half-maximal effect. An excerpt, so the mix of outcomes need not match the whole.
SMILES,KDM5B inhibitor
COc1ccc(OC)c(CCNC(=O)c2sc3nc4n(c(=O)c3c2C)CCCC4)c1,-5.3%
Cc1cc(NC(=O)C(C)Sc2nccn2-c2cccc(F)c2)no1 (centres undefined),-2.7%
CC(CCc1ccco1)NC(=O)CCc1nnc2ccc(N3CCOCC3)nn12 (centres undefined),-12.7%
CCCS(=O)(=O)N1CCN(c2ccc(N3CCN(CC)CC3)nn2)CC1,u
CSc1ncc(Cl)c(C(=O)Nc2ccc(S(=O)(=O)N3CCCC(C)C3)cc2)n1 (centres undefined),-27.9%
Cc1nc(-c2ccc(F)cc2)sc1CCNC(=O)C1CCCC1,-8.5%
O=C(Nc1cccc(C(F)(F)F)c1)Oc1ccccc1N1CCOCC1,41.7%[activator]
Cc1cc(C(=O)Nc2ccc([C@H]3OCC(=O)N(C)[C@@H]3CO)cc2)n(C)n1,-10.3%[86.2 µM]
COc1ccc(-c2ocnc2C(=O)Nc2cc(Cl)ccc2C)cc1OC,-23.7%
COc1ccc(NC(=O)c2c(NCc3cccs3)sc3c2CCCCC3)c(OC)c1,u
COC(=O)c1ccccc1NC(=S)N1CCN(c2ccccc2)CC1,26.8%
Fc1cccc(CSc2nnc(-c3c[nH]c4ccccc34)n2C2CC2)c1F,19.7%
Cc1ccc(Cl)cc1NC(=O)CN1C(=O)c2cccc3cccc1c23,-15.2%
COC(=O)[C@@H]1Cc2ncn(Cc3ccc(OC)cc3)c2CN1C(=O)C1CCCCC1,-24.5%[86.2 µM]
COc1ccc2nc(CO[C@H]3CN(Cc4cccc(OC)n4)C[C@H]3F)[nH]c2c1,-29.6%[86.2 µM]
CCN(CC)Cc1ccc2c(c1)CN(C(=O)c1cccc(F)c1)CCO2,-33.8%
O=C(Cc1cccc(F)c1)NCCc1noc(-c2cccnc2)n1,-1.9%
CCN1C(C(=O)c2ccccc2)=C(OC(=O)COc2ccccc2)c2ccccc2S1(=O)=O,u
CCOC(=O)c1c(-c2ccccc2)oc2ccc(OCC(=O)O)cc12,u
Cc1c(NC(=O)C2CCN(S(=O)(=O)c3cccs3)CC2)c(=O)n(-c2ccccc2)n1C,36.7%[activator]
CCOc1ccc(/C=C/c2nc(C#N)c(N3CCC(C(N)=O)CC3)o2)cc1,u
COc1ccccc1CNC(=O)c1ccc(-n2c(C)cc3c2CCCC3)cc1,u
O=S(=O)(NCc1ccccc1)c1ccc(-c2cnc(C3CC3)o2)cc1,u
COc1ncccc1CNC(=O)Nc1ccc(Br)c(C)c1,15.0%
CC[C@@]1(O)CCN(C(=O)c2cccnc2N(C)C2CCCCC2)C[C@H]1O,30.9%
# Additional results follow:
SMILES,KDM5B inhibitor
COc1cccc([S+](=O)([O-])N2CCc3nc(C(C)C)nc(-c4ccc(Cl)cc4)c3C2)c1,-20.2%
Cc1cc2nc3n(c(=O)c2n1CC(=O)Nc1ccc(F)c(F)c1)CCC3,-12.1%
CC(C)CNC(=O)C1Cn2cccc2C(=O)N1Cc1cccnc1 (centres undefined),-14.0%
CC1CCN(S(=O)(=O)c2cc(C(=O)NCCc3ccccc3)n(C)c2)CC1,-8.3%
CC(C)c1nc2c(c(-c3ccc(O)cc3)n1)CN([S+](=O)([O-])c1cccc(C(F)(F)F)c1)CC2,-12.9%
Cc1csc(S(=O)(=O)N2CC[C@@H]3[C@@H](CCC(=O)N3CCN)C2)c1,40.5%
COc1ccccc1/C=C/C(=O)Nc1nc2n(n1)C(c1ccc(F)cc1)C=C(c1ccccc1)N2 (centres undefined),-32.1%
COc1ccccc1CN1Cc2cc(NS(=O)(=O)c3ccc(C)c(F)c3)ccc2OC(C)C1=O (centres undefined),5.5%
CC(C)CC1CCCN1 (centres undefined),-13.8%
Cc1ccc(NC(=O)C(=O)NCC(c2cccnc2)N2CCN(Cc3ccccc3)CC2)cc1Cl (centres undefined),3.4%
Cc1ccccc1-n1nc(C)c(CCC(=O)NC(C)C)c1Oc1cccc(F)c1,u
CCOc1ccccc1NC(=O)CSc1ncnc2ccccc12,16.1%
COC(=O)c1sc(NC(=O)CC[C@H]2NC(=O)c3ccccc3NC2=O)nc1C,-2.2%
O=CNc1cccc(O)c1,-1.1%
Cc1ccc(CN2CCCC3(Cc4ccccc4CNC3=O)C2)cc1 (centres undefined),13.6%[149 µM]
Cn1c(C(=O)NCc2ccoc2)nc2nc(-c3ccccc3)c(Cl)cc21,35.5µM*
O=C(CSc1ccc(S(=O)(=O)N2CCOCC2)cn1)Nc1ccc(F)c(F)c1,13.0%
CC(C)N(C(=O)COc1ncnc2ccc(Br)cc12)c1ccccc1,-18.2%
C/C(=N\NC(=O)c1c[nH]c2ccccc12)c1ccc(C)s1,30.2%[activator]
Cc1ccc(C)c(CN2CCC(CNC(=O)Cn3ncc4c([nH]c5ccccc54)c3=O)CC2)c1,u
Cc1nc(SCc2nnc(-c3ccccc3Br)o2)n(C2CCCC2)c1C,5.6%
COc1ccc(-n2c(SCC(=O)N(C)c3ccccc3)nc3c([nH]c4ccccc43)c2=O)cc1OC,-2.0%
CCCCSc1nc2c(c(=O)[nH]c(=O)n2C)n1CC(O)COc1ccc(CC)cc1 (centres undefined),-17.4%
O=C(CC1CCCCC1)N1CCC(c2n[nH]c(=O)n2-c2ccccc2)CC1,6.3%
COCCN1C(=O)c2ccccc2C(C(=O)NCc2ccccc2Cl)C12CCCC2 (centres undefined),u

# Another view of some results above:
KDM5B inhibitor	smiles
-2.2%	COC(=O)c1sc(NC(=O)CC[C@H]2NC(=O)c3ccccc3NC2=O)nc1C
-1.1%	O=CNc1cccc(O)c1
13.6%[149 µM]	Cc1ccc(CN2CCCC3(Cc4ccccc4CNC3=O)C2)cc1 (centres undefined)
35.5µM*	Cn1c(C(=O)NCc2ccoc2)nc2nc(-c3ccccc3)c(Cl)cc21
13.0%	O=C(CSc1ccc(S(=O)(=O)N2CCOCC2)cn1)Nc1ccc(F)c(F)c1
-18.2%	CC(C)N(C(=O)COc1ncnc2ccc(Br)cc12)c1ccccc1

# The main list resumes with the five entries that preceded the break.
SMILES,KDM5B inhibitor
Cc1nc(SCc2nnc(-c3ccccc3Br)o2)n(C2CCCC2)c1C,5.6%
COc1ccc(-n2c(SCC(=O)N(C)c3ccccc3)nc3c([nH]c4ccccc43)c2=O)cc1OC,-2.0%
CCCCSc1nc2c(c(=O)[nH]c(=O)n2C)n1CC(O)COc1ccc(CC)cc1 (centres undefined),-17.4%
O=C(CC1CCCCC1)N1CCC(c2n[nH]c(=O)n2-c2ccccc2)CC1,6.3%
COCCN1C(=O)c2ccccc2C(C(=O)NCc2ccccc2Cl)C12CCCC2 (centres undefined),u
CC(=O)c1cccc(NC(=O)C2(C#N)CCCC2)c1,6.2%
O=C(NCc1cnc2c(c1)CCC2)C1NCCc2[nH]cnc21 (centres undefined),u
COc1ccc(-c2cnc(C)o2)cc1S(=O)(=O)Nc1ccc(OC(F)(F)F)cc1,-6.9%&-24.5%
O=C(NCCc1ccccc1)N(C1CCOCC1)C1CCN(Cc2cccc(F)c2)CC1,-14.3%
COc1ccc(C(CC(=O)Nc2ccc(OC)c(OC)c2)N2Cc3ccccc3C2=O)cc1 (centres undefined),-13.7%
COc1ccc(NC(=O)C2CCC(CNS(=O)(=O)c3ccc4c(c3)C(C)(C)C(=O)N4C)CC2)cc1 (centres undefined),0.0%
O=[N+]([O-])c1ccc(-c2nc(Nc3ccc(O)cc3)c3ccccc3n2)cc1,-9.9%
COc1cccc(CCC(=O)N2CCC(c3nn(C)c4c3COCC4)CC2)c1,37.6%
CCCCCCCCN1CCS(=O)(=O)N(Cc2ccc(OC)cc2)C(C(=O)OC)C1 (centres undefined),8.4%
COc1ccc(-c2n[nH]c3c2CC(=O)N(CC2CC2)C3)cc1OC,3.1%[86.2 µM]
CCOC(=O)c1c(C)oc2nc(C)nc(N3CCN(c4ccc(OC)cc4)CC3)c12,-14.1%
CCOC(=O)c1c(NC(C)=O)c2c3c(sc2n1Cc1c(C)cc(C)cc1C)CCCC3,-15.3%
NC(=O)c1cn(CC(=O)NCCc2ccccc2F)c2ccccc12,-8.5%
C[S+](=O)([O-])c1cccc(NC(=O)Cc2c[nH]c3ncc(-c4ccccc4)cc23)c1,31.6µM*
CCOc1cc(C)c(Cl)cc1S(=O)(=O)NCCO,27.3%
COc1ccc(Nc2c(-c3ccc(C)o3)nc3cc(C)ccn23)cc1,u
CC(C)(N)C(=O)N1CCCC(N2CCN(c3ccc(F)cc3)CC2)C1 (centres undefined),-30.6%
Cc1ncccc1C(=O)N1CCCC(CNC(=O)C2(c3ccc(Cl)cc3)CC2)C1 (centres undefined),21.1%
CCOc1ccc(C(O)c2nccn2Cc2ccccc2)cc1OC (centres undefined),17.8%
COCc1nncn1C1CCN(C(=O)C2(c3ccccc3)CC2)CC1,-2.1%
COc1cccc(CN2Cc3cc(NC(=O)c4ccc(F)cc4F)ccc3OC(C)C2=O)c1OC (centres undefined),-11.3%
CCOc1ccc(CCNC(=O)CS(=O)Cc2nc(-c3ccc(C)cc3)oc2C)cc1OCC (centres undefined),18.3%
Cc1nn(CC(=O)Nc2ccc3c(c2)nc(CN2CCCCC2)n3C)c(=O)c2ccccc12,6.5%
COc1ccc(NC(=O)N2Cc3[nH]cnc3C[C@H]2c2nc(-c3ccncc3)no2)cc1,-2.9%[86.2 µM]
COc1ccc(S(=O)(=O)N(C)CC(=O)NCc2ccc3c(c2)OCO3)cc1,11.9%
# Next section:
SMILES,KDM5B inhibitor
O=C(c1cc(-c2ccccc2F)cc2c1OCCN2Cc1cccnc1)N1CCCC1,u
CC(C)CCNC(=O)CSc1c2c(nc3ccc(Cl)cc13)CCCC2,-23.5%
Cc1ccc(CNC(C)C2CC3CCC2C3)s1 (centres undefined),-0.3%
COc1cccc(NC(=O)N(C)CC2CCOCC2)c1,-8.3%
CC(C)N1C(=O)C(NC(=O)C(=O)NCCc2c[nH]c3ccc(Cl)cc23)c2ccccc21 (centres undefined),-20.4%
COc1ccc(-c2cc(C(F)(F)F)n3nc(C(=O)Nc4cc(Cl)cc(Cl)c4)cc3n2)cc1,u
Cc1ccc(-n2nnnc2CNC(=O)c2cc(C(F)(F)F)cc(C(F)(F)F)c2)cc1C,-10.4%
COc1cccc(-c2cc(C(=O)NCCCN3CCOCC3)c3ccccc3n2)c1,-11.9%
Cc1nc(-c2cccc(N3CC(C(=O)NC4CCCC4)CC3=O)c2)no1 (centres undefined),-1.1%
COc1cccc(NC(=O)c2cnc3n[nH]c(-c4ccc(OC)cc4C)c3n2)c1,10.5%[86.2 µM]
CCOc1ccccc1NC(=O)c1c(C)cc(C)nc1SCC(=O)c1cccc(OC)c1,-6.5%
COC(=O)c1c(-c2cccs2)csc1NC(=O)c1ccc(C(C)(C)C)cc1,u
O=C(Nc1ccc([C@@H](O)[C@H]2COCC(=O)N2CC2CCCCC2)cc1)C1CC1,13.2%[86.2 µM]
CNC(=O)N1CCC(C2CCN(C(=O)Cc3ccsc3)C2)CC1 (centres undefined),3.4%
COc1ccc(N2C(=O)CN(C3CCCC3)[C@H]3CS(=O)(=O)C[C@H]32)cc1,16.0%
O=C(CNc1ccccc1C(=O)NCc1ccco1)NC(=O)NCc1ccccc1,315.0%[activator]
C=CCN(C(=O)Cc1nn(C)c(=O)c2ccccc12)c1nc2c(s1)CCCC2,21.1%
COc1ccccc1OCC(=O)N1CCCC(Nc2ccc(F)c(F)c2)C1 (centres undefined),24.1%
CN1CCOc2c(C(=O)NCCc3cnc[nH]3)cc(-c3cccnc3)cc21,-6.4%[86.2 µM]
Cc1cc(C)c2c(=O)c3c(oc2c1)C(=O)N(Cc1ccc(F)cc1)C3c1cccc(O)c1 (centres undefined),-20.7%
Cc1ccc(CCNC(=O)c2c(C)oc3ncn(CC(C)C)c(=O)c23)cc1,-22.8%
O=C(c1ccccn1)N1CCC(N2CCCC2=O)CC1,-7.3%[86.2 µM]
CNC(=O)NC(=O)C(C)N(C)Cc1cccc(C#N)c1 (centres undefined),15.2%
Cc1ccc(OCC(=O)N2CCC[C@H]2c2nc(-c3ccc(C)cc3)no2)cc1,-16.2%
CN(C)CCNc1nc2c(c(=O)[nH]c(=O)n2C)n1CCOc1ccccc1,24.2%
# The list goes on.
SMILES,KDM5B inhibitor
CC(C)CCN1CCC(O)(c2csc(CN3CC[C@@H](O)C3)n2)CC1,-9.1%[86.2 µM]
COc1ccc(-n2ccc(=O)c(C(=O)O)n2)cc1,-18.3%
O=C(NC1CCOC1=O)C1CCCCC1 (centres undefined),-6.2%
Cc1cc(=O)[nH]c2c(C)cc(S(=O)(=O)N3CCCCC3)cc12,11.6%
Cc1ccc(S(=O)(=O)c2[nH]c(-c3ccccc3)nc2SCCC(=O)O)cc1,-25.8%
O=S(=O)(Nc1nc2ccccc2nc1Nc1cccc(Cl)c1)c1cccs1,-2.6%
CN(C)CCNC(=O)C1(C)CN(Cc2ccccc2)Cc2ccc(N3CCOCC3)nc21 (centres undefined),35.5µM*
CC1CCC(NC(=O)CSc2nc3cc([N+](=O)[O-])ccc3o2)CC1 (centres undefined),-5.4%
CC(=O)c1cccc(NC(=O)c2cc(C)nc3c2c(C)nn3-c2cccc(Cl)c2C)c1,8.5%
CCc1ccc(N2CC(c3noc(-c4cnccn4)n3)CC2=O)cc1 (centres undefined),36.1%
CC(=O)Oc1cccc(C(=O)Nc2ccc(NC(=O)c3cccs3)cc2)c1,-5.3%
Cc1nc(-c2c3n(c(=O)n(Cc4ccccc4C(F)(F)F)c2=O)CCCCC3)no1,-14.1%
COc1ccc(NC(=O)N2CCc3c(c4ccccc4n3C)C2)cc1,25.1µM*
COc1ccc2cc(C(=O)NCCOc3ccccc3F)c(C)nc2c1,79.0%[activator]
Cc1cccc(-c2n[nH]c(=S)n2/N=C/c2ccco2)c1,-10.7%
